PriA SSB inh: K. pneumoniae PriA-SSBct interaction inhibition; AlphaScreen SSBct-PriA binding, biotinylated peptide; inhibition, % at 33 µM; 430,000 compounds, 0.6% hits; in the data active = inhibition mostly above about 37%, no sharp cut-off; inactive = mostly below about 20%;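 also: plate controls were negative control peptide for no effect and reference peptide for full effect; strong numbers were not always called active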
Rv3671c protease: inhibits the M. tuberculosis serine protease Rv3671c; inhibition, % at 5.96 µM; P9WHR9; 320,000 compounds, 0.048% hits; AID 2606; in the data active = inhibition above about 38%;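 also: extracellular domain of Rv3671c used as enzyme; 0% = enzyme with DMSO and 100% = no enzyme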
VHR inh abs: DUSP3 (human) phosphatase inhibition | AID 1654 | inhibition, % at 13.3 µM | P51452 | recombinant VHR phosphatase, pNPP absorbance | 290,000 compounds, 0.52% hits; in the data active = inhibition above about 50%; also: some compounds called inactive have numbers as strong as hits
Target sequence (P51452 whole entry, looked up): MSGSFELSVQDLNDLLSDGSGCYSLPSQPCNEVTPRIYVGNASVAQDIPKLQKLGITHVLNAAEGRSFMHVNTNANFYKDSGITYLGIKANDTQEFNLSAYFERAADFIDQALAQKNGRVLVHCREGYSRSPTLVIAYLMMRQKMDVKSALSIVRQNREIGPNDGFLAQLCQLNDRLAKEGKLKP
3CLpro inhibitor: SARS-CoV 3CLpro protease inhibition; AID 1706; 290,000 compounds, 0.14% hits; inhibition, % at 6 µM; recombinant SARS-CoV 3CLpro, quenched FRET peptide cleavage; in the data active = inhibition above about 12%
BH1578 lux ind: quorum light induction in luxS cqsA deficient V. cholerae. V. cholerae BH1578 lux reporter, luminescence, 6 h. activation, % at 18.7 µM. 350,000 compounds, 0.16% hits; in the data active = activation mostly above about 9.7%, no sharp cut-off; also: not every result past the cut was called active; inactives centre near 0; reference of the scale not given here
MazEF act: activators of E. coli MazEF toxin-antitoxin RNase. activation, % at 20 µM. FAM/BHQ RNA-DNA oligo cleavage fluorescence, 5 h. P0AE70. 350,000 compounds, 0.32% hits. AID 504720; in the data active = activation above about 50%
Target sequence (P0AE70 whole entry, looked up): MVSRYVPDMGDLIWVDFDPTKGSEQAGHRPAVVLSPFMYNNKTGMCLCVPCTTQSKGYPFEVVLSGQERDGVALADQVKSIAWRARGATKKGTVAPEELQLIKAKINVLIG
UGM FP inh: blocks M. tuberculosis UGM enzyme; inhibition, % at 10 µM; AID 504406; 320,000 compounds, 0.06% hits; purified UGM, fluorescence polarization probe displacement; in the data active = inhibition above about 10%, passing the limit was not always enough
GDH-TPI inh: GDH-TPI coupled enzyme inhibition counter-screen | 360,000 compounds, 1.2% hits | inhibition, % at 4.8 µM | GDH-TPI coupled enzyme counterscreen, NADH absorbance; in the data active = inhibition above about 30%;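 also: 0% = DMSO wells and 100% = wells lacking the enzyme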
BioA inh: blocks M. tuberculosis BioA enzyme activity | purified M. tuberculosis BioA enzyme, plate reader | inhibition, % at 9.99 µM | 360,000 compounds, 0.096% hits; in the data active = inhibition above about 40%
Mtb FBA inh: inhibitors of M. tuberculosis fructose-bisphosphate aldolase. P9WQA3. purified M. tuberculosis FBA, fluorescence read-out. inhibition, % at 1 µM. 360,000 compounds, 2.3% hits; in the data active = inhibition above about 27%;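 also: 0% = vehicle and 100% = reference inhibitor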
Target sequence (P9WQA3 whole entry, looked up): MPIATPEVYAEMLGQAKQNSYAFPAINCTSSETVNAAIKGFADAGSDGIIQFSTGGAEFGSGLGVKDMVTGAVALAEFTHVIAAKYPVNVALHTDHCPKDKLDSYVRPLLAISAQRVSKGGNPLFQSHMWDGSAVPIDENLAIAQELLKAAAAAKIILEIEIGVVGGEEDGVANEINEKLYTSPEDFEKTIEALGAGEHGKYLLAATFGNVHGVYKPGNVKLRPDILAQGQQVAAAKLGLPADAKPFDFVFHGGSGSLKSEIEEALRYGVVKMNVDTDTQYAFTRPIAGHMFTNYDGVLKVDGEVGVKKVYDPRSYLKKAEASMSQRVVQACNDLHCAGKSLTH
* = called active by the depositor; i = inactive; x = not tested or not shown; & = joins results of further samples.

SMILES	PriA SSB inh	Rv3671c protease	VHR inh abs	3CLpro inhibitor	BH1578 lux ind	MazEF act	UGM FP inh	GDH-TPI inh	BioA inh	Mtb FBA inh
Cc1ccc(NC(=O)CN2C(=O)C3C4C=CC(C4)C3C2=O)cc1S(=O)(=O)N(C)C (centres undefined)	5	0	18	0	-0.3	-2	-2.4	6	x	-1
CCCCCCC(=O)N1CCN(c2cc3c(cc2F)c(=O)c(C(=O)O)cn3CC)CC1	-20	7	x	3	-0.5	2	0.5	-1	-1.1	9
CCN(CC)S(=O)(=O)c1ccc(N2CCN(c3cccc(OC)c3)CC2)c([N+](=O)[O-])c1	29	4	3	2	-0.7	2	-0.7	13	-0.8	2
Cc1ccc(-n2c(SCC(=O)Nc3ccc4c5c(cccc35)CC4)nc(O)c(C)c2=O)cc1	-6	1	-3	3	-0.4	-2	2.6	-1	x	4
COc1cc(C2Nc3ccccc3C(=O)N2c2ccccc2)c(Br)cc1OCC(=O)O (centres undefined)	-9	-3	-20	3	-0.2	-1	2.7	4	-0.5	22
O=C(c1ccc(F)cc1F)N1CCN(c2n[nH]c(=O)[nH]c2=O)CC1	-7	3	0	3	0.5	4	0.1	11	-1.8	0
CN1CCCN(c2ccc([N+](=O)[O-])cc2)CC1	-4	1	8	2	i	-1	3.3	-8	x	-10
CCOC(=O)N1CCN(c2c(N3CCN(c4cc(C)ccc4C)CC3)c(=O)c2=O)CC1	-18	-7	21	-1	-0.2	-2	-1.5	1	0.1	0
CN(C)C(CNC(=O)c1cccc(S(=O)(=O)Nc2ccc(Br)cc2)c1)c1ccco1 (centres undefined)	7	6	x	x	i	-2	x	6	-0.1	5
O=C(Nc1nccs1)C1CCCN(S(=O)(=O)c2cccc3cccnc23)C1 (centres undefined)	-3	-3	32	-1	-0.1	3	0.8	0	0.2	3
CC(NC(=O)CCl)c1ccccc1Br (centres undefined)	-7	4	-1	-3	i	-1	1.0	5	x	2
COc1ccc(-n2nc(C(=O)NCC(=O)NCc3ccc(F)cc3)c3ccccc3c2=O)cc1	-20	-5	2	5	-0.6	0	0.5	-6	-0.4	-4
COCCNC(=O)NC(=O)CN1CCCc2ccccc21	-11	5	19	-3	i	-22	0.7	3	x	3
CCOC(=O)[C@H]1[C@H]2COc3ccc(OC)cc3[C@@H]2N2C(=O)c3ccc(Cl)cc3NC(=O)[C@@]12C	-1	-15	x	x	-9.5	2	-0.6	6	-1.6	0
CCOC(=O)c1cccc(NC(=O)/C=C/c2ccc3c(c2)OCO3)c1	-3	-18	-8	-4	-0.4	2	-1.0	15	x	0
CC(C)OC(=O)CCC(=O)Nc1ccc(F)cc1	-11	-6	-5	-4	-0.9	-4	-0.2	2	-3.4	-2
COc1ccc(CCNC(=O)C2Cc3ccccc3C(=O)O2)cc1 (centres undefined)	-12	5	0	1	i	3	-4.3	-3	x	5
C/C(=N\O)c1ccc(Cl)c(Cl)c1	x	-1	10	1	x	-1	-1.2	x	x	x
CCN(C1CCCCC1)S(=O)(=O)c1ccc(S(=O)(=O)NCc2ccncc2)cc1	-21	-1	-11	-2	-2.2	1	-0.5	-5	-0.3	4
C=C(C)CN(CC)CCC(=O)Nc1ccc(OC)cc1OC	0	-3	11	7	-0.3	12	-1.1	3	1.5	4
COc1ccc(C2C(C(=O)Nc3cc(C)on3)c3ccccc3C(=O)N2C)cc1 (centres undefined)	3	4	34	-2	-17	2	3.6	-10	0.2	7
CCOC(=O)c1ncccc1NC(=O)CC(=O)Nc1cccnc1C(=O)OCC	0	10	x	x	i	8	-1.4	2	11	14
Cc1c(C(=O)NCc2ccc(S(N)(=O)=O)cc2)oc2ccc(Cl)cc12	-4	6	-3	4	-0.2	1	1.6	11	x	0
C#Cc1ccc([C@@H]2C=C(C(=O)NCc3nc4ccccc4[nH]3)O[C@H](OCC)[C@H]2CCCO)cc1	-7	-12	30	x	i	2	-0.1	6	-1.8	1
COc1ccc(-n2nc3c(c2NC(=O)CCl)CSC3)cc1	-4	-2	2	-5	i	4	-0.4	6	-1.9	-3
COc1ccc(NC(=O)CCNS(=O)(=O)c2ccc3c(c2)c(=O)n(C)c(=O)n3C)cc1OC	-16	2	37	4	1.3	6	-0.1	-3	x	5
Nc1ccc(-c2cnc(N)c(C(=O)c3cccnc3)n2)cn1	5	x	x	x	i	-6	x	11	0.6	3
CCOC(=O)c1sc2cccc(F)c2c1N	-24	-9	3	-8	i	16	7.5	18	-1.1	103*
Cc1cc(C)c2oc(C(=O)N(Cc3ccccc3)C3CCS(=O)(=O)C3)cc(=O)c2c1 (centres undefined)	-1	3	10	1	-0.4	2	1.3	17	x	1
OCCN1CCN(CC#CCn2c3ccccc3c3ccccc32)CC1	8	0	12	-3	-0.1	3	2.8	-2	-1.8	0
COc1cc(-c2nnc(-c3ccc(N4CCOCC4)cc3)o2)cc(OC)c1OC	-22	-8	27	2	-0.3	-1	2.0	12	-0.5	8
COc1cc(Br)c(CCNC(=O)c2ccco2)cc1OC	0	-3	28	-3	-0.8	-4	1.2	-2	-5.1	-1
CCOC(=O)C1(CCc2ccccc2)CCN(CC(O)CO)CC1 (centres undefined)	-7	3	89	3	0.4	11	0.6	7	-0.4	1
CN(C)C(=S)Nc1cccc(-c2n[nH]c(=S)o2)c1	-1	-4	18	2	-0.3	7	2.5	3	x	7
COc1ccc(C2Oc3ccccc3C3=C2C(c2cccs2)n2ncnc2N3)cc1 (centres undefined)	-1	-8	6	-1	-0.3	-11	0.2	4	-0.5	-5
COc1ccc(CC(=O)Nc2cccc(SC)c2)cc1OC	6	x	33	2	1.5	2	x	-3	x	0
O=C(C1=C[C@@H](c2ccc(C(F)(F)F)cc2)C[C@@H](OCCCCO)O1)N1CCCCCCC1	-10	-7	x	x	i	3	-1.0	4	-0.2	2
NS(=O)(=O)c1ccc(CCNC(=O)c2ccc[nH]c2=S)cc1	3	-2	-5	-2	-10	13	2.0	-4	-1.4	9
CCc1cc(=O)oc2c3c(cc(OCC(=O)NCc4ccccn4)c12)OC(C)(C)CC3	-3	-6	8	2	-0.5	1	3.0	10	18	189*
O=C(COC(=O)CCC(=O)c1ccc(F)cc1)NCc1ccco1	-1	-5	14	5	1.3	-13	-0.1	-7	x	-2
O=C(NCCN1CCN(Cc2ccccc2)CC1)Nc1cc(Cl)cc(Cl)c1	3	2	12	0	-0.8	2	1.2	-3	9.4	-3
COC(=O)c1c(C)oc(C)c1S(=O)(=O)NCc1cccs1	-7	1	6	-1	-0.6	1	0.1	-3	0.3	1
Cc1cc(OCCCCCN2CCCC2)ccc1Cl	7	1	5	5	-0.6	12	-2.0	0	x	-1
O=C(NC1CCN(Cc2ccc3ccccc3c2)CC1)c1ccccc1	-3	4	14	-3	-0.6	4	-1.0	10	-3.1	6
O=c1oc2ccccc2c2nccnc12	-23	-15	6	-3	-0.5	8	-4.0	17	-1.5	2

Four compounds picked at random from those above:
SMILES	PriA SSB inh	Rv3671c protease	VHR inh abs	3CLpro inhibitor	BH1578 lux ind	MazEF act	UGM FP inh	GDH-TPI inh	BioA inh	Mtb FBA inh
COc1ccc(-n2nc(C(=O)NCC(=O)NCc3ccc(F)cc3)c3ccccc3c2=O)cc1	-20	-5	2	5	-0.6	0	0.5	-6	-0.4	-4
Cc1cc(OCCCCCN2CCCC2)ccc1Cl	7	1	5	5	-0.6	12	-2.0	0	x	-1
O=c1oc2ccccc2c2nccnc12	-23	-15	6	-3	-0.5	8	-4.0	17	-1.5	2
COc1cc(C2Nc3ccccc3C(=O)N2c2ccccc2)c(Br)cc1OCC(=O)O (centres undefined)	-9	-3	-20	3	-0.2	-1	2.7	4	-0.5	22

7 compounds from above, ordered by number of heavy atoms, falling:
SMILES	PriA SSB inh	Rv3671c protease	VHR inh abs	3CLpro inhibitor	BH1578 lux ind	MazEF act	UGM FP inh	GDH-TPI inh	BioA inh	Mtb FBA inh
Cc1ccc(-n2c(SCC(=O)Nc3ccc4c5c(cccc35)CC4)nc(O)c(C)c2=O)cc1	-6	1	-3	3	-0.4	-2	2.6	-1	x	4
CN(C)C(CNC(=O)c1cccc(S(=O)(=O)Nc2ccc(Br)cc2)c1)c1ccco1 (centres undefined)	7	6	x	x	i	-2	x	6	-0.1	5
COc1cc(-c2nnc(-c3ccc(N4CCOCC4)cc3)o2)cc(OC)c1OC	-22	-8	27	2	-0.3	-1	2.0	12	-0.5	8
COc1ccc(CCNC(=O)C2Cc3ccccc3C(=O)O2)cc1 (centres undefined)	-12	5	0	1	i	3	-4.3	-3	x	5
Nc1ccc(-c2cnc(N)c(C(=O)c3cccnc3)n2)cn1	5	x	x	x	i	-6	x	11	0.6	3
CN(C)C(=S)Nc1cccc(-c2n[nH]c(=S)o2)c1	-1	-4	18	2	-0.3	7	2.5	3	x	7
C/C(=N\O)c1ccc(Cl)c(Cl)c1	x	-1	10	1	x	-1	-1.2	x	x	x

Continued:
SMILES	PriA SSB inh	Rv3671c protease	VHR inh abs	3CLpro inhibitor	BH1578 lux ind	MazEF act	UGM FP inh	GDH-TPI inh	BioA inh	Mtb FBA inh
CCCCNc1c(-c2ccc(SC3CCCCC3)c(OC)c2)nc2ccc(Cl)cn12	8	0	x	x	i	-7	-1.8	6	0.0	7
C=CCNC(=O)NC(=O)COC(=O)CC(NC(N)=O)c1ccc(Cl)cc1 (centres undefined)	-7	6	38	-3	i	10	-1.1	11	-3.3	6
Cc1ccnc(NC(=O)CCC(=O)N(CC(=O)NCc2ccccc2)c2ccc3c(c2)OCO3)c1	-16	-7	13	0	4.5	2	-1.1	1	-2.0	0
O=C(O)CCCc1nc(-c2ccccc2)no1	2	3	5	-2	-5.9	-9	-1.5	8	-1.3	1
CCOc1ccc2nc(NC(=O)C3(C)CC3(Br)Br)sc2c1 (centres undefined)	3	-4	x	x	-0.6	5	-1.2	-4	-0.2	3
C=CCSc1nc(O)c(C2OC(=O)c3c2ccc(OC)c3OC)c(=O)n1-c1ccccc1 (centres undefined)	-12	9	13	1	-0.4	-14	-1.9	-2	-0.8	-4
CC(C)(C)OC(=O)N1CCC(CNC(=O)c2ccc(F)cc2F)CC1	-17	-1	5	-7	i	2	1.1	8	-0.7	-1
CCc1ccccc1N1C(=O)[C@@H]2Cc3ccccc3CN2C1=O	-20	4	17	5	i	2	-2.7	-2	x	-2
CC(C)(C)NS(=O)(=O)c1ccc2[nH]c3c(c2c1)CCCCC3	31	-2	-20	3	0.0	8	0.4	1	1.1	-2
COC(=O)CC1C(=O)NCCN1C(=O)CSc1nc2ccccc2o1 (centres undefined)	-2	4	33	-5	-1.0	10	-1.3	-2	x	0
COc1ccccc1N1CCN(Cc2nc(-c3ccc(F)cc3)oc2C)CC1	-3	-7	-10	0	-0.5	8	-1.6	4	x	2
COc1ccc(NC(=O)C2CCCN(c3cnccn3)C2)c(OC)c1 (centres undefined)	1	0	18	-1	2.9	8	-0.1	12	0.0	1
Cc1ccc(-c2nc3ccc(Cl)cn3c2Cc2ccccc2)cc1	x	x	x	x	-0.7	-7	x	8	-0.9	1
COc1ccc(-c2ccc(SCc3ccccn3)nn2)cc1OC	-3&-7	0	4	2	0.7	-12	0.5	-1	x	5
CCOc1ccccc1NC(=O)N1CCCC1C(=O)Nc1ccc(NC(C)=O)cc1 (centres undefined)	-12	0	14	-8	-5.6	-3	-3.4	1	-2.3	-1

Assay outcomes as filed in PubChem.

The list is partial; the hit share may differ from the screen's.
